Bioassay records from PubChem.
TDP2 inh: blocks human TDP2 phosphodiesterase activity | inhibition, % at 12.8 µM | O95551 | recombinant TDP2, T5PNP hydrolysis, p-nitrophenol absorbance 415 nm | AID 720702 | 370,000 compounds, 0.34% hits;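 active means inhibition above the mean of all tested compounds plus 3 SD, set per campaign, cut at about 25% in these data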;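 further: 0% = DMSO with enzyme and 100% = buffer with substrate but no TDP2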
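Incubation: 2 h at 37 °C; Test system: recombinant human TDP2; Quantity: enzyme 120 nM; Read-out basis: percent inhibition; Medium: 50 mM Tris-HCl pH 7.5 with Mg2+, KCl, DTT, BSA; Repeats: single replicate; Compound: 12.8 µM single point, 1% DMSO; Signal: epi absorbance; Reagent: 5 mM T5PNP chromogenic substrate; Benchmarks: no-enzyme high, DMSO-plus-enzyme low.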
DDE Tn7 FP inh: disrupts Tn7 cyclic peptide binding to fibrin D-Dimer-E complex; P02675; FP displacement of FITC-Tn7 peptide from fibrin DD(E); 0% = median of compound wells per plate; inhibition, % at 8.3 µM; 370,000 compounds, 0.13% hits;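 active means inhibition above the mean of compounds falling within the control limits plus 3 SD of them, cut at about 14% in these data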;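 further: 0% = plate median of compound wells and 100% = 10 µM Aha-Tn7 peptide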
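System: human fibrin DD(E); quantity: Fibrin-DD(E) at 2 µM final; also added: fluorescent Tn7 probe at 0.1 µM; compound dosing: single nominal test concentration of 8.3 µM per compound; schedule: 10 min preincubation, 3 h with tracer, room temperature; detection: fluorescence polarization of the labelled Tn7 tracer; repeats: one replicate per compound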
ASAP1 inh: blocks human ASAP1-stimulated Arf1 GTP hydrolysis; Q9ULH1; GDP FP detection; inhibition, % at 16.5 µM; 360,000 compounds, 0.19% hits; AID 624377; in the data active means inhibition above about 25%;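 further: 0% = vehicle with enzyme and substrate and 100% = no enzyme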
LEDGF integ inh: blocks HIV-1 LEDGF/p75-dependent DNA integration; TR-FRET IN-LEDGF/p75 DNA integration, Eu/Cy5; inhibition, % at 3.7 µM; AID 743269; 370,000 compounds, 0.64% hits;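 active means inhibition above the screen-wide mean plus 3 SD, cut at about 13% in these data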;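 further: signal is the Cy5 over europium emission ratio at 671 and 618 nm; 0% = plate median of compound wells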
KLK7 zymogen act: activates the human kallikrein-7 zymogen. purified proKLK7, EDANS-DABCYL substrate fluorescence; 100% is mature enzyme control, 0% vehicle. activation, % at 7 µM. 370,000 compounds, 0.9% hits. AID 652039;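 active means activation above the mean of all tested compounds plus 3 SD, computed per campaign excluding outliers beyond control limits, cut at about 13% in these data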
ADAM10 inh: inhibits human ADAM10 | inhibition, % at 7 µM | recombinant ADAM10, EDANS/DABCYL FRET peptide cleavage, 3 h | 370,000 compounds, 0.62% hits;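 active means inhibition above a per-campaign cutoff equal to the mean of compounds falling between control-based bounds plus 3 SD, cut at about 20% in these data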;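 further: 0% = DMSO wells while the 100% control is not disclosed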
PLCg1 inh: blocks human PLC-gamma1 enzyme activity | P19174 | inhibition, % at 12.2 µM | 370,000 compounds, 0.84% hits | purified PLC-gamma1, fluorogenic substrate, fluorescence | AID 720700; in the data active means inhibition above about 9.5%
Target sequence (P19174 whole entry, looked up): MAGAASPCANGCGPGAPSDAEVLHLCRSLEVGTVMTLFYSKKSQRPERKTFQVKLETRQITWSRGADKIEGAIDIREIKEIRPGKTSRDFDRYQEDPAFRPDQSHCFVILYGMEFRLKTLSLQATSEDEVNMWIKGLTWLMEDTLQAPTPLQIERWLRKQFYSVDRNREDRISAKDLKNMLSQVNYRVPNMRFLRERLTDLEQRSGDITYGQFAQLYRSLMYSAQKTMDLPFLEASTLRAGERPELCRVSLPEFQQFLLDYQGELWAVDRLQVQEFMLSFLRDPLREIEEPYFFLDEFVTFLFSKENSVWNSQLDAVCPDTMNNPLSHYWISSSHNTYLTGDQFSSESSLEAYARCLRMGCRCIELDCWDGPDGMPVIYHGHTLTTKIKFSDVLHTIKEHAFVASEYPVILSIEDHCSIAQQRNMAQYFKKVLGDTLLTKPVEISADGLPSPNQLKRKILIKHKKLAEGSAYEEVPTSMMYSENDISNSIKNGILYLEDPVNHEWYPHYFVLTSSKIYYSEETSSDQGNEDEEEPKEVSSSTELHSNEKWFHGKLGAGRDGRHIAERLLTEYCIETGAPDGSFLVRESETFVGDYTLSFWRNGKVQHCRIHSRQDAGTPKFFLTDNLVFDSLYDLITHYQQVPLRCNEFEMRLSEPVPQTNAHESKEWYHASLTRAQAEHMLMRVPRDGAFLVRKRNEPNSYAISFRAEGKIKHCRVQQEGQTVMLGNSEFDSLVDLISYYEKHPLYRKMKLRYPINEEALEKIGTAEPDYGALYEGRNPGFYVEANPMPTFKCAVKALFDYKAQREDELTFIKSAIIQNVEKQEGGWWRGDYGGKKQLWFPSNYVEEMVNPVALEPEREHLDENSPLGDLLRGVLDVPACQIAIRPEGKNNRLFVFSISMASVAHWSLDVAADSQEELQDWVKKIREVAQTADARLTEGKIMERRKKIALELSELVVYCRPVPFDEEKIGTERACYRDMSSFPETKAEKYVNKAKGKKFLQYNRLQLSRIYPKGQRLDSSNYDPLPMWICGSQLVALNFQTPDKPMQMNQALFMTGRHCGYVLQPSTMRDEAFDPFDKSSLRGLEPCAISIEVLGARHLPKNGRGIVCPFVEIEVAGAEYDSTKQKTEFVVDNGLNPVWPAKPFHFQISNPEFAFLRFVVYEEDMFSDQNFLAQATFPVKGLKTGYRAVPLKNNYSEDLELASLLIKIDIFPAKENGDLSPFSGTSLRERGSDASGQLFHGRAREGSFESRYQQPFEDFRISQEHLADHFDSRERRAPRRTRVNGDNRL
Tn6 DDE FP: inhibitors of Tn6 peptide binding to human fibrin DD(E); Fibrin DD(E) TRITC-Tn6 fluorescence polarization displacement; inhibition, % at 8.3 µM; 370,000 compounds, 0.21% hits; AID 720509;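 active means inhibition above a per-campaign cutoff: mean of compounds within control limits plus 3 SD, cut at about 15% in these data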;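 further: 0% = median of all compound wells on the plate and 100% = blocking peptide control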
ARFGAP1 inh: rat ARFGAP1 inhibition | Q62848 | Arfgap1-stimulated ARF1 GTP hydrolysis, GDP FP detection | inhibition, % at 16.5 µM | 360,000 compounds, 0.26% hits;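 active means inhibition above a per-plate limit, mean inhibition of low control wells plus 3 SD, cut at about 25% in these data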;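 further: 0% = DMSO wells with enzyme and 100% = wells lacking Arfgap1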
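material = rat Arfgap1 catalytic domain, aa 1-136 | also added = human ARF1(Δ1-17)-GTP substrate | compound dosing = one concentration, 16.5 µM, DMSO 1.26% | times = GTP hydrolysis reaction 2 h at 25 °C | measured by = FP, GDP Alexa 633 tracer displaced from anti-GDP antibody, 620/688 nm | evaluation = percent inhibition of Arfgap1-stimulated GTP hydrolysis | replication = single well per compound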
ADAM17 inh: inhibitors of human ADAM17; AID 720648; recombinant ADAM17, EDANS/DABCYL FRET peptide cleavage; inhibition, % at 6.95 µM; 370,000 compounds, 0.83% hits; P78536;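 active means inhibition above the mean of compounds lying between control limits plus 3 SD, set per campaign, cut at about 8.5% in these data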;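 further: 0% = DMSO-only wells as the low control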
* = called active by the depositor; . = not tested or not shown.

SMILES	TDP2 inh	DDE Tn7 FP inh	ASAP1 inh	LEDGF integ inh	KLK7 zymogen act	ADAM10 inh	PLCg1 inh	Tn6 DDE FP	ARFGAP1 inh	ADAM17 inh
O=C(CN1CCN(C(=O)c2ccco2)CC1)Nc1cc(S(=O)(=O)N2CCCC2)ccc1Cl	-8	-3	-1	-1	0.3	-11	1	-14	9	0
O=C(NC1CC(=O)N(c2ccccc2)C1)C(=O)c1c[nH]c2ccccc12 (configuration not stated)	4	6	6	0	0.9	-7	-4	4	-4	6
CCC(=O)Nc1ccc2c(c1)OC[C@@H](C)N(C(=O)c1ccccn1)C[C@@H](C)[C@@H](OC)CN(C)C2=O	-3	5	4	-2	-0.1	-2	2	0	1	-4
CCN(CC)C(=O)[C@H]1C[C@H](CC(=O)NCCN2CCOCC2)C(=O)N2CCc3c([nH]c4ccc(Cl)cc34)[C@]12C	6	0	7	-3	-0.2	-17	1	-4	-3	-4
Cc1nn(-c2ccccc2)c(C)c1/C=C/C(=O)OCC(=O)Nc1ncc(C(F)(F)F)cc1Cl	5	-5	-4	2	0.5	-9	0	5	3	-3
CC(O)c1cccc(NC(=O)C2CCCCC2)c1 (configuration not stated)	-2	0	3	3	0.1	-1	2	-5	-7	0
Cc1noc(C)c1C(=O)Nc1nnc(-c2ccccc2)s1	-15	-5	1	-8	-0.1	-20	0	4	5	4
CCCCCCn1c(N(CC)CC)nc2c1c(=O)[nH]c(=O)n2C	-2	-9	-2	3	0.1	3	3	3	-11	-1
C[C@H]1C(=O)N2[C@@H](C[C@]3(c4c[nH]c5ccccc45)c4ccccc4N(S(=O)(=O)c4ccccc4)[C@H]23)C(=O)N1C	4	-5	.	-2	.	-9	-2	-4	.	-4
C/C(=N/NC(=O)CSCc1ccc(Cl)cc1)c1cccc(NC(=O)c2ccccc2)c1	8	4	-7	1	0.0	8	-3	3	4	-2
Cc1ccc(C(=O)OCC(=O)Nc2ccc(S(N)(=O)=O)cc2)c(O)c1	5	2	0	-6	1.8	4	-1	2	2	-4
CCC1(C)CC(=O)N(c2ccc(C(=O)O)c(O)c2)C1=O (configuration not stated)	9	-10	-3	2	1.1	-16	-3	-6	15	-11

Overlap with the part before: 2 entries, then new ones.
SMILES	TDP2 inh	DDE Tn7 FP inh	ASAP1 inh	LEDGF integ inh	KLK7 zymogen act	ADAM10 inh	PLCg1 inh	Tn6 DDE FP	ARFGAP1 inh	ADAM17 inh
Cc1ccc(C(=O)OCC(=O)Nc2ccc(S(N)(=O)=O)cc2)c(O)c1	5	2	0	-6	1.8	4	-1	2	2	-4
CCC1(C)CC(=O)N(c2ccc(C(=O)O)c(O)c2)C1=O (configuration not stated)	9	-10	-3	2	1.1	-16	-3	-6	15	-11
CCc1ccc2[nH]c(C(=O)Nc3ccc(Br)c(C)n3)cc2c1	2	4	-4	-2	-2.4	-6	-14	9	4	-5
CCC(CO)NCC#Cc1ccccc1 (configuration not stated)	2	10	-6	-2	-0.2	-4	-1	2	3	-2
O=C(NN1CCOCC1)c1cc(-c2ccc(Br)s2)nc2ccccc12	13	3	5	0	0.3	-115	-33	-10	-1	-38
CC(C)Cn1c(O)c(/C=C2\C=NN=C2c2ccccc2)sc1=S	-1	-6	-7	1	0.2	4	2	-11	-2	7
CC(=O)O[C@@H]1C[C@H](c2ccccc2)OC(=O)CCCCC1=O	4	4	3	-4	-0.1	1	2	-1	-3	0
O=C(COC(=O)CCc1ccccc1)NCc1ccc2c(c1)OCO2	-9	-5	0	1	-0.2	-2	-3	-3	-6	0
N#Cc1c(Nc2ccccc2)[n+]([O-])c2ccc(Cl)cc2[n+]1[O-]	3	5	0	2	-0.3	-3	-34	1	9	1
CCOC(=O)c1cccc(P(=O)(C(C)(C)C)C(C)(C)C)c1	6	2	-5	0	0.1	-7	-1	-3	4	0
O=C(NCCCN1CCCC1=O)c1csc2ccccc12	2	2	-2	3	0.0	2	2	2	7	-2
O=c1c2sccc2n(Cc2ccc(F)cc2)c(=O)n1-c1ccc(F)cc1	4	-3	-3	0	0.4	0	-1	-9	6	-4
FC(F)(F)c1ccccc1NC(=S)N1CCN(c2ccccn2)CC1	-1	-4	-1	-4	0.2	-10	-1	2	10	-5
COC(=O)c1c(N2C(=O)[C@H]3[C@@H](C2=O)[C@]2(C(=O)Nc4c2ccc(C)c4C)N2CCC[C@@H]32)sc(C)c1C	2	1	2	6	-0.6	-6	-5	-3	10	-3
Cc1cc(Br)c2c(c1)/C(=C/C(=O)c1cccs1)C(=O)N2	3	-2	-6	3	-0.3	20*	2	1	-6	1
COC(=O)c1ccc2c(C3(c4c[nH]c5ccccc45)CCN(C(=O)OC(C)(C)C)CC3)c[nH]c2c1	6	2	.	-4	-0.9	-82	-38	-8	.	-18
NC(=O)c1ncn([C@@H]2O[C@H](C(=O)Nc3ccc(Oc4ccccc4)nc3)[C@@H](O)[C@H]2O)n1	-5	4	-13	1	-0.3	-4	3	5	-8	-5
Cc1cc(CNC(=O)COc2ccccc2)c2ccccc2n1	7	-10	3	-2	-0.3	-6	-2	5	4	-5
O=C(NNC(=S)Nc1ccccc1)c1ccco1	-2	5	-14	2	0.3	2	-2	-6	0	-5
CN(C(=O)c1cccc(NC(=O)Cc2ccc(NC(=O)C3CCN(S(=O)(=O)c4cccc([N+](=O)[O-])c4)CC3)cc2)c1)C1CCCCC1	19	9	7	-4	-0.9	11	0	7	-4	3
CCCn1c(N)c(N(CCOC)C(=O)CSCC(=O)Nc2cccc(C)c2)c(=O)[nH]c1=O	13	0	7	2	0.0	-15	-1	3	11	-6
CC(=O)Nc1ccc(S(=O)(=O)N2CCC(NC(=O)C(Cc3cccc(F)c3)NC(C)=O)CC2)cc1 (configuration not stated)	28*	-2	-1	3	-0.4	0	1	-8	4	1
O=C1C2C3C=CC(C4CC34)C2C(=O)N1c1cccc2ccccc12 (configuration not stated)	13	-1	10	0	0.0	-4	-1	3	-5	-6
Cc1cc(N2CCN(C)CC2)nc(=S)[nH]1	-6	0	-10	-2	0.2	2	3	-6	11	6
Nc1ccc2c(O)cc(S(=O)(=O)O)cc2c1	22	0	-7	40*	-3.2	-141	-123	-32	9	-36
COc1ccc2nc(NN=Cc3cccc(C)n3)cc(C)c2c1	2	-5	21	-3	-8.6	-34	-9	2	-5	-12
CC(C)CCn1nc(C(=O)OC(C)C(=O)NC(N)=O)c2ccccc2c1=O (configuration not stated)	3	2	2	-2	-0.1	-2	1	12	-9	-1
CCCCn1c(=O)[nH]c2nc3cc(NC(C)=O)ccc3nc2c1=O	4	-3	12	-3	1.3	-27	-55	-1	9	-9
COc1ccc(N(C(C)C(=O)N2CCC(Cc3ccccc3)CC2)S(C)(=O)=O)cc1 (configuration not stated)	4	-6	0	6	0.6	8	5	4	-4	3
CCOc1cccc(CN2CCC(Oc3ccc(C(=O)N4CCCC4)cc3)CC2)c1O	-3	-6	6	1	-0.7	-6	3	-4	-2	1
Cc1cccc(C(=O)NCC(=O)N2CCN(c3ccc(Cl)cc3)CC2)c1	-14	7	9	-2	0.4	-11	-6	0	3	-8
CCn1c(C(=O)NCc2ccccn2)cc2sccc21	-8	-1	10	-3	-0.2	7	0	9	9	1
COCCN(CC(=O)Nc1cccc(C)c1C)C(=O)CN1C(=O)NC2(CCCCC2)C1=O	0	0	-6	-4	0.3	-18	3	-5	4	-4
O=C1NC(=O)/C(=C\c2cn(CC(=O)N3CCOCC3)c3ccccc23)S1	7	-1	-7	-2	-0.2	-2	0	1	3	-1
Cc1ccc(NC(=O)COc2ccc(Br)cc2C)cc1	-6	6	14	-3	0.0	6	-4	3	-3	1
CCCNC(=O)C(=O)NCC1CCCN1CC (configuration not stated)	-11	-3	-3	-3	0.1	-10	-3	-2	6	-5
Cc1ccccc1NC(=O)C1Cc2ccccc2CN1C(=O)OCc1ccccc1 (configuration not stated)	12	0	-3	-1	-0.1	-4	-2	-4	7	1
CCc1cccc(CC)c1NC(=O)C1CC(=O)N(c2ccc3c(c2)OCCO3)C1 (configuration not stated)	-3	1	2	1	0.1	3	2	14	4	0

Structural class: the compounds so far containing a tert-butyl group (2)
SMILES	TDP2 inh	DDE Tn7 FP inh	ASAP1 inh	LEDGF integ inh	KLK7 zymogen act	ADAM10 inh	PLCg1 inh	Tn6 DDE FP	ARFGAP1 inh	ADAM17 inh
CCOC(=O)c1cccc(P(=O)(C(C)(C)C)C(C)(C)C)c1	6	2	-5	0	0.1	-7	-1	-3	4	0
COC(=O)c1ccc2c(C3(c4c[nH]c5ccccc45)CCN(C(=O)OC(C)(C)C)CC3)c[nH]c2c1	6	2	.	-4	-0.9	-82	-38	-8	.	-18

The listing continues.
SMILES	TDP2 inh	DDE Tn7 FP inh	ASAP1 inh	LEDGF integ inh	KLK7 zymogen act	ADAM10 inh	PLCg1 inh	Tn6 DDE FP	ARFGAP1 inh	ADAM17 inh
Cc1cccc(C)c1OCc1cccc(C2Nc3ccccc3C(=O)N2Cc2ccco2)c1 (configuration not stated)	7	8	.	-2	.	-338	-125	2	.	-112
CN(C)/N=C/C=C1\CCC/C(=C/c2cccs2)C1=O	-15	-10	4	5	0.2	6	-14	-12	7	-2
CC(C)Cc1cc(C(C)(C)C)ccc1OC(=S)N(C)C	12	-7	2	0	0.0	0	1	1	7	1
CC(C)(C)N(Cc1cc2ccccc2[nH]c1=O)C(=O)C1CCCCC1	-1	-1	8	-2	-0.2	-8	2	9	10	1
CC(C)CNS(=O)(=O)c1ccc(CCC(=O)O)cc1	1	7	1	-1	-0.5	0	3	-5	5	-3
O=C(NC1CCCC1)C(c1ccccn1)N(C(=O)c1csnn1)C1CCCC1 (configuration not stated)	-1	-4	-13	2	-0.3	0	2	-3	3	2
N#CCCN(CCC#N)C(=O)c1ccc(Cl)cc1	-5	-9	-6	3	-0.4	4	4	4	-6	1
O=C(CS(=O)(=O)Cc1ccccc1)Nc1ccc(S(=O)(=O)N2CCCCCC2)cc1	0	1	15	0	0.2	16	4	-4	-6	8
Oc1c(Cl)cc(Cl)cc1CNc1nccs1	-5	-3	-4	-4	0.3	3	3	4	5	2
Cc1ccc(C(C)C)c(OCCNC(=O)c2cncc(Br)c2)c1	-8	0	-2	2	0.6	7	3	-1	-3	6
COC(=O)c1ccc(NC(=O)CSc2nncc3ccc(OC)c(OC)c23)cc1	10	3	-4	1	-0.9	-13	-20	1	1	-8
CSc1nnc(-c2ccc(F)cc2)o1	-5	-1	4	-3	0.2	3	3	5	1	0
Cc1nc2cc(NC(=O)COc3ccccc3C#N)ccc2n1-c1ccccc1	-5	-7	3	0	0.8	4	-6	10	-1	-3
C[C@H](NC(=O)OCc1ccccc1)c1nnc([C@H](C)NC(=O)OCc2ccccc2)o1	9	0	0	1	-0.2	8	0	-8	11	-2
